Pf growth 48h: Primary qHTS for delayed death inhibitors of the malarial parasite plastid, 48 hour incubation. P. falciparum luciferase growth in erythrocytes, 48 h. Potency, µM (series often up to 28.7 µM), inactives show at the highest dose activity change, negative = inhibition, hits mostly inhibitors. 310,000 tested, 5.9% active. AID 504832, 2011; note: potency is the fitted concentration of half-maximal effect; % is set by controls: 0 for no effect and ±100 for the full control effect
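Compounds are pin-transferred into medium, infected erythrocytes (2% hematocrit, 0.1% parasitemia final) are added, and plates sit one parasite generation at 37 C in 5% CO2. Detection reagent is then added and luminescence measured.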
CHX counter: Cycloheximide Counterscreen for Small Molecule Inhibitors of Shiga Toxin | max response, % | 300,000 tested, 12% active | cell reporter, cycloheximide protein synthesis inhibition counterscreen; in the data active = max response mostly above about 13%, no sharp cut-off; inactive = mostly below about 14%; note: read at 38.3 µM for the half of the compounds with a filed dose; 0% is about no effect
Shiga toxin inh: A qHTS for Small Molecule Inhibitors of Shiga Toxin; Vero cells, Shiga toxin protein synthesis inhibition reporter; inhibition, % at 38.7 µM; 290,000 tested, 9.2% active; in the data active = inhibition mostly above about 28%, no sharp cut-off; inactive = mostly below about 43%; note: 0% is about no effect
AmpC inh no detg: qHTS Inhibitors of AmpC Beta-Lactamase (assay without detergent) | AmpC nitrocefin hydrolysis, absorbance 480 nm, 0.0001% Triton | 330,000 tested, 0.52% active | Potency, µM (titrated, usually from 57.1 µM), for the others: at the top dose activity change, negative = inhibition, actives largely listed as inhibitors | P00811;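 note: potency is the fitted concentration of half-maximal effect; plate controls were no compound for no effect and no enzyme for full effect; nearly all actives have a fitted effect of over 20% in size; some results filed as inactive show a strong effect at the top dose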
Target sequence (P00811 whole entry, looked up): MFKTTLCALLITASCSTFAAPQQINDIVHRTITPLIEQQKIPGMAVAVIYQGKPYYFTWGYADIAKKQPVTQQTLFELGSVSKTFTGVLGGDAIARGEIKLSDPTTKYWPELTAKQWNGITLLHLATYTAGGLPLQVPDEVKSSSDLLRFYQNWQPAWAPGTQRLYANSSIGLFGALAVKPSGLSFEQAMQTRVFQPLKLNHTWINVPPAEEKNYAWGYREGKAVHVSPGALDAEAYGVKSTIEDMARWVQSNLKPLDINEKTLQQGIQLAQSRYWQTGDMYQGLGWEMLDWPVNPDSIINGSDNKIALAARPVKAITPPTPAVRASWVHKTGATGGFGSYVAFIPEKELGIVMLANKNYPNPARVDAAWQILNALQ
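AmpC (5.3 nM in the dispensed reagent) in 20 mM phosphate pH 7.0 with 0.01% (detergent screen) or 0.0001% Triton X-100 was preincubated with compounds for 15 min at room temperature. Nitrocefin was then added from an 800 uM solution, and hydrolysis was followed at 480 nm.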
Tb PYK inh: qHTS of Trypanosoma Brucei Inhibitors; AID 624173, 2012; pyruvate kinase (Trypanosoma brucei), Q57TT1; 410,000 tested, 0.12% active; Potency, µM (doses to about 76.8 µM), inactives show top-dose activity, negative = inhibition, usual class: inhibitors; TbPYK enzyme, Kinase-Glo Plus ATP luminescence, 45 min; note: potency is the fitted concentration of half-maximal effect; % is set by controls: 0 for no effect and ±100 for the full control effect; nearly all actives have a fitted effect of over 50% in size
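Activity of T. brucei pyruvate kinase was followed by Kinase-Glo Plus luminescence after the enzyme reacted 45 min at room temperature with 130 uM ADP (final) and substrate. Test compounds were added before ADP at multiple concentrations.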
LmPK inh: qHTS Assay for Inhibitors of Leishmania Mexicana Pyruvate Kinase (LmPK); 290,000 tested, 0.37% active; AID 1721, 2009; purified LmPK, Kinase-Glo ATP luminescence, 1 h; Q27686; Potency, µM (titrated, usually from 57.5 µM), for the others: at the highest dose activity change, negative = inhibition, hits mostly inhibitors; note: potency is the fitted concentration of half-maximal effect; % is set by controls: 0 for no effect and ±100 for the full control effect
Target sequence (Q27686 whole entry, looked up): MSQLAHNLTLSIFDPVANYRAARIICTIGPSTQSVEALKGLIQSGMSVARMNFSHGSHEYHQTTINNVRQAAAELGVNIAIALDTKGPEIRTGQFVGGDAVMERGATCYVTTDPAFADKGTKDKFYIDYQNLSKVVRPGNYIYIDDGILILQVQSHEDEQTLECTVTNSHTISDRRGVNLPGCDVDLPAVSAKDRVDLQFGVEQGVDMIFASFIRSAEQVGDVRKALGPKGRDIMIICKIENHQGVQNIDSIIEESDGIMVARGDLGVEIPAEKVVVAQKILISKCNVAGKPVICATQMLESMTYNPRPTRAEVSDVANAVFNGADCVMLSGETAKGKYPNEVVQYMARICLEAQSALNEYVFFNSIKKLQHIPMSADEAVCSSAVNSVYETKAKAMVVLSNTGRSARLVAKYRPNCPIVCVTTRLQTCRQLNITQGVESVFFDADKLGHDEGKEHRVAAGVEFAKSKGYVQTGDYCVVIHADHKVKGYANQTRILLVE
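Screened at intermediate enzyme activity to detect both inhibitors and activators: LmPK at 0.1 nM, with a 0.5 nM enzyme column as activation reference. PEP 0.5 mM, ADP 0.1 mM; ATP detected by luminescence after 1 h.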
Pf growth 96h: Primary qHTS for delayed death inhibitors of the malarial parasite plastid, 96 hour incubation; P. falciparum luciferase reporter growth, 96 h; Potency, µM (series often up to 28.7 µM), inactives show top-dose activity change, negative = inhibition, hits mostly inhibitors; 320,000 tested, 6.9% active; note: potency is the fitted concentration of half-maximal effect; % is set by controls: 0 for no effect and ±100 for the full control effect
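Two-generation exposure (96 h) targets delayed-death phenotype. Reporter parasites carrying integrated firefly luciferase, in red cells at 2% hematocrit and 0.05% parasitemia final, kept at 37 C, 5% CO2; luminescence loss indicates inhibition.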
Active calls of the source: *; ? = inconclusive; · = not tested or not shown; & = joins results of further samples; [ ] = dose if it differs, or a comment. Unless noted, calls come from the whole dose curve; as a rule, active = well fitted curve in the direction sought with a large enough effect; inconclusive = small, poorly fitted or top-dose-only effect, or another doubt; inactive = no such curve, though single readings can be large; an effect the other way counts as inactive or inconclusive.

1: C=CCN1C(=O)CN=C1Nc1ccccc1
2: O=C(OC1CCN(c2ccc([N+](=O)[O-])cc2)CC1)c1ccccc1
3: C=CCn1c(SCC(=O)Nc2ccc3c(c2)OCO3)nnc1-c1ccccc1O
4: Cc1ccc(-c2csc3ncnc(NCCC(=O)O)c23)cc1
5: Cc1cc(C)nc(CCNC(=O)CC2C(=O)NCCN2Cc2ccccc2)n1 (stereo not given)
screen / no.	1	2	3	4	5
Pf growth 48h	11%	4%	?	-92%	31%[activator]
CHX counter	-7	-3	-1	1	7
Shiga toxin inh	-5	31	-9	-11	-7
AmpC inh no detg	-21%	-14%	-34%	-8%	71%[activator]
Tb PYK inh	4%	·	0%	-3%	3%
LmPK inh	-2%	3%	3%	-4%	-1%
Pf growth 96h	-18%	-2%	10%	29%	21%

6: Cc1cccc(NC(=O)CC2(CC(=O)O)CCCC2)c1
7: CC(=O)N1CCc2cc(N=NC3=C(O)CC(C)(C)CC3=O)ccc21
8: Cc1cc(C)n2nc(SCC(=O)Nc3ccc(F)cc3)nc2n1
9: COc1ccc(C2CN=NC2C(=O)c2ccccc2)cc1 (stereo not given)
10: O=C(/C=C1\NCC2c3ccccc3CCN2C1=O)c1ccccc1 (stereo not given)
screen / no.	6	7	8	9	10
Pf growth 48h	11%	?	·	15µM*	341%[activator]
CHX counter	15	27*	4	21*	6
Shiga toxin inh	26	46*	5	26*	-17
AmpC inh no detg	-34%	-3%	-11%	-31%	-3%
Tb PYK inh	-1%	0%	-2%	7%	-4%
LmPK inh	-1%	1%	6%	8%	-25%
Pf growth 96h	14%	32%[activator]	?	9.3µM*	·

11: Cn1c(=O)n(C)c2cc(CNc3ccc(N4CCOCC4)c(C(=O)O)c3)ccc21
12: CCCNc1c(NS(=O)(=O)c2ccc(C(C)(C)C)cc2)c(=O)oc2ccccc12
13: CNC(=O)/C(C#N)=C/c1ccc(-c2ccc(Cl)cc2)o1
14: CSC(C1CCCC1)n1nnc2ccccc21 (stereo not given)
15: Nc1nc(NC(=O)/C=C\C(=O)O)nn1-c1ccccc1
screen / no.	11	12	13	14	15
Pf growth 48h	?	2%	18%	?	19%
CHX counter	-2	-1	28*	·	-3
Shiga toxin inh	-2	-12	76*	·	14
AmpC inh no detg	-30%	-28%	-15%	-14%	-23%
Tb PYK inh	-4%	-4%	-6%	-9%	4%
LmPK inh	2%	-1%	-1%	·	0%
Pf growth 96h	1%	3%	?	?	-13%

16: Cc1ccccc1S(=O)(=O)Cc1ccc(C(=O)NC2CCCCC2)o1
17: Clc1ccc(-c2cnc3ccccc3n2)cc1
18: CC12CCCCC1NS(=O)(=O)OC2 (stereo not given)
19: O=C(Nc1nc2cc3c(cc2s1)OCCO3)c1ccc(N2C(=O)CCC2=O)cc1
20: O=C(O)Cc1ccc(NC(=O)Nc2ccc3c(c2)OCO3)cc1
screen / no.	16	17	18	19	20
Pf growth 48h	11%	178%[activator]	-5%	32%[activator]	41%[activator]
CHX counter	3	67*	2	31*	35*
Shiga toxin inh	-5	67*	-7	50*	47*
AmpC inh no detg	20%	-8%	-22%	-20%	-10%
Tb PYK inh	-12%&1%	-6%	-2%	2%	1%
LmPK inh	-4%	-14%	9%	1%	0%
Pf growth 96h	25%	-29%	?	21%	120%[activator]

21: CCCCOC(=O)CSc1n[nH]c(=O)[nH]c1=O
22: CSc1nc(N)c(C#N)c(-c2ccc(Cl)cc2)c1C#N
23: CCOc1ccc(C2C(C#N)=C(N)N(c3sc4c(c3C#N)CCCC4)C3=C2C(=O)CCC3)cc1 (stereo not given)
24: Cc1cccc(NC(=O)CSc2nnc(-c3cnccn3)n2Cc2ccco2)c1
25: N#Cc1ccc(/C=C(\C(=O)C(=O)O)c2ccc3ccccc3n2)cc1
screen / no.	21	22	23	24	25
Pf growth 48h	·	24%	?	2%	95%[activator]
CHX counter	1	-2	2	-3	57*
Shiga toxin inh	16	-8	-18	-13	74*
AmpC inh no detg	-5%	-36%	-29%	17%	-26%
Tb PYK inh	6%	-7%	7%	-5%	-1%
LmPK inh	5%	4%	1%	-2%	-3%
Pf growth 96h	13µM*	85%[activator]	?	138%	179%[activator]

26: COP(=O)(OC)OC=C(Cl)Cl
27: NC(=O)C1=C[C@H](c2csc3ccccc23)C[C@H](OCCCCO)O1
28: CC(=O)NCCNC(=O)C1CCC(CNc2nc(=S)[nH]c3ccccc23)CC1 (stereo not given)
29: CCOc1ccccc1NC(=S)NCc1ccco1
30: CCOC(=O)C(C(=O)N(C)C)c1ncc(C(F)(F)F)cc1Cl (stereo not given)
screen / no.	26	27	28	29	30
Pf growth 48h	-26%	8%	-8%	·	?
CHX counter	·	6	1	-1	-2
Shiga toxin inh	·	16	3	7	-12
AmpC inh no detg	·	33%	-12%	-5%	-2%
Tb PYK inh	2%	-2%	-1%	-12%	2%
LmPK inh	·	-2%	2%	7%	1%
Pf growth 96h	?	-2%	16%	-20%	25%

31: CN(CC(=O)Nc1ccc(Cl)cc1)C(=O)c1cccc(S(=O)(=O)NCc2ccccc2)c1
32: Cn1nnc(NC(=O)c2ccc(Br)o2)n1
33: C/C(=N\NC(=O)C1COc2ccccc2O1)c1ccc(C)o1 (stereo not given)
34: CN(C)CCCN(C(=O)c1ccc2ccccc2c1)c1nc2cc3c(cc2s1)OCO3
35: CCOC(=O)C1=NOC(CNc2ncc(C(F)(F)F)cc2Cl)C1 (stereo not given)
screen / no.	31	32	33	34	35
Pf growth 48h	2%	21%	·	?	25%
CHX counter	-3	-9	-4	-3	-2
Shiga toxin inh	-22	-8	-9	-17	2
AmpC inh no detg	-22%	-10%	-36%	59%	6%
Tb PYK inh	3%	8%	-5%	-4%	-21%
LmPK inh	-9%	-4%	0%	3%	0%
Pf growth 96h	2%	9%	-28%	10µM*	-4%

36: Cc1cc(C)cc(NS(=O)(=O)c2c(C)[nH]c(=O)[nH]c2=O)c1
37: CCNC(=O)NC(=O)COC(=O)C1CSC2(C)CCC(=O)N12 (stereo not given)
38: CC(=O)c1cccc(NC(=O)N2CCCC2C(=O)Nc2ccc3c(c2)OCCO3)c1 (stereo not given)
39: Cn1c(=O)c2cc(NC(=O)c3ccccc3Cl)c(=O)oc2n(C)c1=O
40: Cc1nn(-c2ccccc2)c(C)c1NC(=O)COC(=O)c1cc(Br)ccc1O
screen / no.	36	37	38	39	40
Pf growth 48h	12%	?	0%	-4%	-7%
CHX counter	5	3	14*	1	·
Shiga toxin inh	19	-3	87*	12	·
AmpC inh no detg	-5%	0%	70%[activator]	-23%	-31%
Tb PYK inh	1%	-4%	-1%	-22%	-14%
LmPK inh	0%	-24%	-9%	-1%	·
Pf growth 96h	2.1µM*	?	4%	22%	3%

41: Cn1c(CNc2ccccc2O)nc2ccccc21
42: O=C(N/N=C\c1ccc(-c2ccccc2[N+](=O)[O-])o1)C1COc2ccccc2O1 (stereo not given)
43: CC(C)COc1ccc(C(=O)OCCN2CCOCC2)cc1
44: CC(=O)c1c(C)[nH]c(C(=O)OCC(=O)c2c[nH]c3ccccc23)c1C
45: Cc1cccc(NC(=O)CS(=O)CC(=O)Nc2cnc3ccccc3c2)c1C (stereo not given)
screen / no.	41	42	43	44	45
Pf growth 48h	·	-17%	22%	?	12%
CHX counter	23*	-7	25*	·	6
Shiga toxin inh	76*	-14	36*	·	-18
AmpC inh no detg	-24%	-19%	117%[activator]	42%	11%
Tb PYK inh	-23%	-3%	10%	-3%	7%
LmPK inh	1%	2%	-15%	·	-2%
Pf growth 96h	9.3µM*	?	·	75%[activator]	?

Part of the list above, reformatted:
Every second line gives: Pf growth 48h	CHX counter	Shiga toxin inh	AmpC inh no detg	Tb PYK inh	LmPK inh	Pf growth 96h
(32) Cn1nnc(NC(=O)c2ccc(Br)o2)n1
  21%	-9	-8	-10%	8%	-4%	9%
(33) C/C(=N\NC(=O)C1COc2ccccc2O1)c1ccc(C)o1 (stereo not given)
  ·	-4	-9	-36%	-5%	0%	-28%
(34) CN(C)CCCN(C(=O)c1ccc2ccccc2c1)c1nc2cc3c(cc2s1)OCO3
  ?	-3	-17	59%	-4%	3%	10µM*
(35) CCOC(=O)C1=NOC(CNc2ncc(C(F)(F)F)cc2Cl)C1 (stereo not given)
  25%	-2	2	6%	-21%	0%	-4%
(36) Cc1cc(C)cc(NS(=O)(=O)c2c(C)[nH]c(=O)[nH]c2=O)c1
  12%	5	19	-5%	1%	0%	2.1µM*
(37) CCNC(=O)NC(=O)COC(=O)C1CSC2(C)CCC(=O)N12 (stereo not given)
  ?	3	-3	0%	-4%	-24%	?
(38) CC(=O)c1cccc(NC(=O)N2CCCC2C(=O)Nc2ccc3c(c2)OCCO3)c1 (stereo not given)
  0%	14*	87*	70%[activator]	-1%	-9%	4%
(39) Cn1c(=O)c2cc(NC(=O)c3ccccc3Cl)c(=O)oc2n(C)c1=O
  -4%	1	12	-23%	-22%	-1%	22%
(40) Cc1nn(-c2ccccc2)c(C)c1NC(=O)COC(=O)c1cc(Br)ccc1O
  -7%	·	·	-31%	-14%	·	3%
(41) Cn1c(CNc2ccccc2O)nc2ccccc21
  ·	23*	76*	-24%	-23%	1%	9.3µM*
(42) O=C(N/N=C\c1ccc(-c2ccccc2[N+](=O)[O-])o1)C1COc2ccccc2O1 (stereo not given)
  -17%	-7	-14	-19%	-3%	2%	?

(more compounds)
46: Nc1c(NCCCN2CCOCC2)c2ccccc2oc1=O
47: CC(C)c1nnc(NC(=O)CS(=O)(=O)Cc2ccccc2)s1
48: COc1ccccc1C(=O)Nc1nnc(C)s1
49: CCOC(=O)C1CCN(S(=O)(=O)c2cnc[nH]2)CC1
50: CN(C)CCCn1c(SCCN2C(=O)c3ccccc3C2=O)nc2ccccc2c1=O
51: Nn1c(SCC(=O)Nc2ccc3c(c2)OCO3)nnc1C1CCCCC1
52: Cc1nc2ccccc2c2c1C(=O)N(C1CCCCCCC1)C2=O
53: COCCCNC(=O)CS(=O)Cc1nc(-c2ccccc2C)oc1C (stereo not given)
screen / no.	46	47	48	49	50	51	52	53
Pf growth 48h	13%	11%	145%[activator]	4%	4%	-10%	-1%	·
CHX counter	8	-3	39*	-3	-4	-1	-2	-5
Shiga toxin inh	26	-9	81*	-14	-15	-4	-31	-11
AmpC inh no detg	-15%	-23%	-11%	-12%	-5%	·	-13%	2%
Tb PYK inh	-8%	-13%	-1%	-12%	3%	2%	-5%	5%
LmPK inh	-1%	4%	-14%	-7%	2%	2%	1%	3%
Pf growth 96h	78%[activator]	24%	·	1%	35%[activator]	·	-1%	-8%

From PubChem BioAssay
